TNAP inhibition – human TNAP enzyme inhibitors, biochemical, luminescent (AID 518) | inhibition, % at 20 µM; hits with a dose series show IC50 in µM | purified TNAP enzyme, luminescent substrate readout; higher % means a stronger effect | 0.09% of 64,000 active; in the data active = a potency from the dose series; inactive = the rest, 99 in 100 with inhibition below about 22%;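 also: plate controls were vehicle for no effect and reference inhibitor for full effect; many of its hits are not listed in these tables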
Spn MK inh – inhibitors of Streptococcus pneumoniae mevalonate kinase; purified MK, PK/LDH-coupled NADH absorbance 340 nm; inhibition, % at 10 µM; 0.48% of 65,000 active; AID 555;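 active = ranked among the strongest by inhibition in the single 10 µM screen, a fixed top-ranked set picked for dose follow-up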; also: no value below 0 was filed
DPM-DC inhibit – S. pneumoniae DPM-DC inhibition; purified DPM-DC, PK/LDH coupled NADH fluorescence; calls only at 10 µM; 0.49% of 65,000 active; AID 556;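 active = the 320 compounds with the highest percent inhibition in the single-dose primary screen, excluding strongly autofluorescent ones, cut at about 32% in these data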;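 also: kinetic rate of NADH fluorescence loss reporting ADP formed by the decarboxylase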
PMK inhibit – blocks S. pneumoniae phosphomevalonate kinase; 0.49% of 65,000 active; purified PMK, PK/LDH-coupled NADH absorbance 340 nm; AID 539; inhibition, % at 10 µM;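 active = top-ranked compounds by inhibition in the single 10 µM screen, taking a fixed number of the strongest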;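 also: 0% = full reaction with DMSO carrier and 100% = background rate without enzyme reaction; no value below 0 was filed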
LYP phosphatase – inhibition of human PTPN22 tyrosine phosphatase – biochemical, DiFMUP fluorescence, recombinant catalytic domain, 10 µM, primary screen (AID 606); recombinant LYP catalytic domain, DiFMUP fluorescence; higher % means a stronger effect; inhibition, % at 10 µM; hits with a dose series show IC50 in µM; 52,000 tested, under 10 active;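 active = IC50 under 40 µM in the dose-response test; inactive = IC50 of 40 µM or more, or never dose-tested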
HT1080 cytotoxicity – HT1080 cell viability loss – fluorescence readout (AID 620); cytotoxicity, % at 10 µM, or EC50 in µM where a hit was titrated; HT1080 viability, fluorescence; higher % means a stronger effect; 0.42% of 87,000 active;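 also: cells exposed to compound overnight then 4 h with Alamar Blue; 0% = vehicle DMSO and 100% = killing control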
HPDE-C7K KRASV12 – cytotoxicity in KRAS-transformed pancreatic duct cells, primary screen, cell-based, fluorescence, HTS (AID 431) | HPDE-C7K KRASV12 cells, Alamar Blue viability, 48 h; higher % means a stronger effect | cytotoxicity, % at 10 µM; hits with a dose series show EC50 in µM | 1.7% of 63,000 active;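 active = compounds whose percent cytotoxicity in the single-dose primary screen, scaled between solvent and toxic-drug controls, exceeds 50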;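 also: 0% = DMSO solvent wells and 100% = doxorubicin-treated wells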
HPDE-C7 cytotoxicity – HPDE-C7 pancreatic duct cell viability loss – fluorescence, HTS (AID 430). HPDE-C7 pancreatic duct cells viability, fluorescence; higher % means a stronger effect. one-dose cytotoxicity, % at 10 µM; EC50 in µM for titrated hits. 1.8% of 63,000 active;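 also: cells exposed to compound for 48 hours before viability readout; 0% = vehicle and 100% = reference cytotoxic drug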
Bfl-1 inhibitors – displacement of Bid BH3 peptide from Bfl-1 – biochemical, fluorescence polarization, FITC-Bid, mouse, primary screen (AID 432) | FITC-Bid BH3 peptide fluorescence polarization displacement; higher % means a stronger effect | displacement, % at 20 µM, or IC50 in µM where a hit was titrated | 0.02% of 64,000 active; in the data active = a potency from the dose series; inactive = the rest, 99 in 100 with displacement below about 15%; also: strong numbers were not always called active
PMK inhibit pilot replicates – also measured in PMK inhibit; calls as there; inhibition, %; measured here: pilot screen replicates
Spn MK inh pilot replicates – recorded beside Spn MK inh, whose call it bears; inhibition, %; measured here: pilot screen replicates
DPM-DC inhibit pilot screen % – further read-out of DPM-DC inhibit, marked with its call; inhibition, %; measured here: pilot screen trials
* marks the source's active call; other numbers are inactive results; i = inactive; . = not tested or not shown. Rule as the data show it, unless noted: active = cytotoxicity above about 50%; inactive = the rest. Not a hit list. About 3.6% of those tested had a hit in this group.

Start of the data: the first 4 compounds, to show the layout:
SMILES | TNAP inhibition | Spn MK inh | DPM-DC inhibit | PMK inhibit | LYP phosphatase | HT1080 cytotoxicity | HPDE-C7K KRASV12 | HPDE-C7 cytotoxicity | Bfl-1 inhibitors | others
Cc1cc(Cl)ccc1OCC(=O)Nc1ccccc1CO | 14% | 4 | i | 0 | -9% | 0% | 1% | -6% | 2%
COCCNC(=O)c1cc(-c2ccc(OC)c(OC)c2)on1 | -1% | 12 | i | 10 | 1% | -3% | 6% | -3% | -2%
N#C/C=C1/NC(=O)c2ccccc2S1 | 13% | 8 | i | 10 | -4% | 1% | 12% | 3% | 0%
COc1ccc(S(=O)(=O)Nc2ccc(C)cc2)cc1OC | 11% | 15 | i | 10 | -4% | -11% | 8% | 11% | -8%

Results, repeating the preview:
SMILES | TNAP inhibition | Spn MK inh | DPM-DC inhibit | PMK inhibit | LYP phosphatase | HT1080 cytotoxicity | HPDE-C7K KRASV12 | HPDE-C7 cytotoxicity | Bfl-1 inhibitors | others
Cc1cc(Cl)ccc1OCC(=O)Nc1ccccc1CO | 14% | 4 | i | 0 | -9% | 0% | 1% | -6% | 2%
COCCNC(=O)c1cc(-c2ccc(OC)c(OC)c2)on1 | -1% | 12 | i | 10 | 1% | -3% | 6% | -3% | -2%
N#C/C=C1/NC(=O)c2ccccc2S1 | 13% | 8 | i | 10 | -4% | 1% | 12% | 3% | 0%
COc1ccc(S(=O)(=O)Nc2ccc(C)cc2)cc1OC | 11% | 15 | i | 10 | -4% | -11% | 8% | 11% | -8%
CCCCNC(=O)OCCNC(=O)Oc1cccc(C)c1 | 9% | 5 | i | 10 | 7% | 7% | -4% | -2% | 1%
CC1=C(C#N)C2C(/C1=N/O)C2(C)C (stereo unspecified) | 4% | 9 | i | 9 | -7% | -12% | -3% | -21% | -5%
CCCCn1nnnc1SCC(=O)N1CCN(C(=O)c2ccco2)CC1 | 14% | 28 | i | 18 | -3% | 1% | 5% | -11% | 7% | PMK inhibit pilot replicates=3.0;Spn MK inh pilot replicates=4.0;DPM-DC inhibit pilot screen %=2.5
CCc1nnc(NC(=O)c2ccc(S(=O)(=O)N(CCOC)CCOC)cc2)s1 | 10% | 1 | i | 1 | 4% | . | -12% | 5% | -2%
COc1ccc(C(=O)n2nc(-c3ccccc3)nc2N)cc1OC | 16% | 7 | i | 3 | 13% | -6% | -1% | 2% | 5%
Cc1ccc(Cl)cc1N1CCN(CC(=O)Nc2ccc3[nH]c(=O)[nH]c3c2)CC1 | 6% | 7 | i | 6 | 4% | 1% | -4% | -7% | 3%
CCOC(=O)CSc1nnc(CNC(=O)Cc2ccccc2)n1C | -1% | 1 | i | 16 | 16% | 0% | -18% | -10% | -6%
Cc1cc(C)nc(NC(=O)c2cc3ccccc3o2)n1 | 11% | 10 | i | 10 | . | 0% | -3% | -2% | -7%
CCn1c(=N)n(CC(=O)C23CC4CC(CC(C4)C2)C3)c2ccccc21 | -2% | 10 | i | 17 | 13% | -20% | -33% | -48% | 0% | PMK inhibit pilot replicates=1.0;Spn MK inh pilot replicates=2.0;DPM-DC inhibit pilot screen %=0.0
CCCOc1ccc(/C(O)=C2/C(=O)C(=O)N(CCCN3CCOCC3)C2c2ccncc2)cc1 (stereo unspecified) | 7% | 1 | i | 5 | -4% | 0% | 5% | -2% | -2%
CCCSc1nc2c(cnn2-c2ccc(Cl)cc2)c(=O)[nH]1 | 12% | 0 | i | 3 | . | -1% | -6% | -5% | 1% | PMK inhibit pilot replicates=5.0;Spn MK inh pilot replicates=2.0;DPM-DC inhibit pilot screen %=1.0
c1coc(CNCC2OCCc3ccccc32)c1 (stereo unspecified) | 6% | 0 | i | 20 | . | -9% | -16% | -28% | -8%
Cc1ccc2oc(=O)c3cnn(CC(=O)N(CCC(C)C)Cc4ccco4)c3c2c1 | 8% | 9 | i | 4 | -1% | 5% | 4% | 8% | 8%
NC(=O)c1cnn2c1NC(c1ccc(F)cc1)CC2C(F)(F)F (stereo unspecified) | 9% | 5 | i | 6 | 10% | -3% | 12% | 0% | -6%
CCOC(=O)c1cnn(-c2ncnc3sc(CC)cc23)c1N | 15% | 9 | i | 0 | 0% | -6% | -3% | -6% | -8%
CSc1nc(C2CC2)cc(-c2cccs2)c1C#N | 5% | 7 | i | 1 | 16% | 1% | 44% | 63%* | -8%
O=C(CSc1nnc(NC(=O)CN2CCOCC2)s1)Nc1ccccc1 | 3% | 0 | i | 16 | 10% | -11% | -4% | -3% | 1%
CNC(=O)C(Sc1ccccc1)c1ccccc1 (stereo unspecified) | 2% | 8 | i | 7 | . | -4% | -8% | -2% | -8%
COc1ccc(N2C(=O)C3CCCN3C2c2cccc(F)c2)cc1Cl (stereo unspecified) | 16% | 2 | i | 18 | 3% | -1% | . | . | -18%
CCOc1ccc(NC(=O)c2ccco2)cc1 | 9% | 5 | i | 8 | 2% | -1% | -5% | -9% | 0%
CN1CCN(c2nc(-c3cccs3)cc(C(F)(F)F)n2)CC1 | 14% | 7 | i | 0 | 2% | -20% | 3% | 2% | 2%
OCCN1CCN(c2nc(-c3ccccc3)nc3c2oc2ccccc23)CC1 | 12% | 9 | i | 17 | . | 18% | 10µM* | 7.2µM* | -8%
Cc1ccc(C2(C(F)(F)F)NC(=O)N3CCCN=C3S2)cc1 (stereo unspecified) | 9% | 11 | i | 0 | -9% | -3% | -10% | -19% | 2%
CCC1CCCN1Cn1cnc2c([nH]c3ccccc32)c1=O (stereo unspecified) | 7% | 9 | i | 0 | . | 2% | 8% | 4% | 3%
COC(=O)C1=C(C)Nc2nnnn2C1c1ccc(Cl)cc1Cl (stereo unspecified) | 3% | 6 | i | 0 | -24% | -2% | 6% | 3% | -3% | PMK inhibit pilot replicates=0.0;Spn MK inh pilot replicates=0.5;DPM-DC inhibit pilot screen %=0.0
COc1cccc(CNC(=O)C2CCN(S(=O)(=O)c3ccc(F)cc3)CC2)c1 | 12% | 5 | i | 7 | 0% | 3% | 2% | -4% | 6% | PMK inhibit pilot replicates=3.5;Spn MK inh pilot replicates=0.5;DPM-DC inhibit pilot screen %=4.5
CN1C(=O)c2ccc(NC(=O)c3c(F)c(F)c(F)c(F)c3F)cc2C1=O | 11% | 3 | i | 2 | 6% | 4% | 14% | 6% | -6%
COc1ccccc1CN1CCCC(C(=O)N(C)Cc2ccccc2)C1 (stereo unspecified) | 11% | 31 | i | 1 | -7% | 4% | -5% | 5% | -2% | PMK inhibit pilot replicates=4.0;Spn MK inh pilot replicates=0.0;DPM-DC inhibit pilot screen %=1.0
CC(C)(C)SCCNC(=O)CSc1ccccc1 | 8% | 7 | i | 5 | -10% | 9% | -14% | -18% | 0% | PMK inhibit pilot replicates=0.0;Spn MK inh pilot replicates=0.0;DPM-DC inhibit pilot screen %=3.0
CCOC(=O)C1=CN(C)C=C(C(=O)OCC)C1c1ccsc1 | -12% | 2 | . | 4 | 2% | -6% | 6% | 7% | 0%
COc1ccc(S(=O)(=O)Cc2ccc(C(=O)N3CCN(c4ccccc4)CC3)o2)cc1 | 17% | 1 | i | 6 | . | . | -1% | 3% | -9% | PMK inhibit pilot replicates=1.5;Spn MK inh pilot replicates=1.5;DPM-DC inhibit pilot screen %=0.0
CCOC(=O)c1cccc(NC(=O)C2CCCN(S(=O)(=O)c3c(C)nn(C)c3C)C2)c1 (stereo unspecified) | 2% | 2 | i | 16 | 1% | -8% | -14% | -16% | -10%
Brc1ccc(NCc2nnc3n2CCCCC3)cc1 | 9% | 9 | i | 6 | 10% | 6% | -6% | -6% | 5%
COc1cccc(NC(=O)N2CCCC2C(=O)NCC(C)C)c1 (stereo unspecified) | 12% | 9 | i | 16 | 4% | -13% | -7% | 3% | -5%
CC(C)CCNC(=O)C(c1ccco1)N(CC1CCCO1)C(=O)Cn1nnc2ccccc21 (stereo unspecified) | 3% | 11 | i | 8 | . | -3% | 9% | 9% | 3% | PMK inhibit pilot replicates=0.0;Spn MK inh pilot replicates=0.0;DPM-DC inhibit pilot screen %=0.5
Cn1c(=O)c2c(nc(CN3CCC(C(N)=O)CC3)n2CCCc2ccccc2)n(C)c1=O | 10% | 9 | i | 12 | 7% | 23% | 1% | -9% | -6%
CC1CCCCN1C(=O)c1cnn2c(C(F)(F)F)cc(-c3ccco3)nc12 (stereo unspecified) | 6% | 0 | i | 0 | -4% | 5% | -12% | -8% | -6%
CC(=O)c1cc(F)c(N2CCN(CCC#N)CC2)cc1C | 12% | 2 | i | 0 | 10% | -7% | -9% | -11% | 1%
Cn1nc(C(=O)Nc2cccc(C(F)(F)F)c2)ccc1=O | 1% | 4 | i | 16 | 17% | -1% | -11% | -6% | 0% | PMK inhibit pilot replicates=0.5;Spn MK inh pilot replicates=0.0;DPM-DC inhibit pilot screen %=0.0
CCc1cc(=O)n2[nH]c(C)c(-c3ccccc3OC)c2n1 | 22% | 3 | i | 1 | 1% | -9% | 17% | 7% | -8% | PMK inhibit pilot replicates=3.0;Spn MK inh pilot replicates=5.0;DPM-DC inhibit pilot screen %=1.5
CC(C)c1nnc(NC(=O)c2ccc(S(=O)(=O)N3CCOCC3)cc2)s1 | 6% | 0 | i | 5 | -3% | 0% | -9% | -9% | -2%
CCCOC(=O)NC(CC)COC(=O)Nc1cccc(C)c1C (stereo unspecified) | 10% | 4 | i | 11 | . | 0% | 2% | -9% | -3%
CC1(C)CC(=O)C(C=Nc2cccnc2)=C(O)C1 | 8% | 8 | i | 0 | . | -6% | 7% | -1% | 3%
Cc1[nH]nc2c1C(c1cccc(OC(=O)N3CCOCC3)c1)C(C#N)=C(N)O2 (stereo unspecified) | 7% | 0 | i | 1 | 15% | 9% | -1% | -2% | -6%
COc1cc(NC(=O)c2noc3c2CCCC3)c(OC)cc1Cl | 15% | 8 | i | 5 | -2% | 2% | -8% | -11% | -1%

Sorted by formula weight (falling): part of the list above.
SMILES | TNAP inhibition | Spn MK inh | DPM-DC inhibit | PMK inhibit | LYP phosphatase | HT1080 cytotoxicity | HPDE-C7K KRASV12 | HPDE-C7 cytotoxicity | Bfl-1 inhibitors | others
Cc1[nH]nc2c1C(c1cccc(OC(=O)N3CCOCC3)c1)C(C#N)=C(N)O2 (stereo unspecified) | 7% | 0 | i | 1 | 15% | 9% | -1% | -2% | -6%
CC1CCCCN1C(=O)c1cnn2c(C(F)(F)F)cc(-c3ccco3)nc12 (stereo unspecified) | 6% | 0 | i | 0 | -4% | 5% | -12% | -8% | -6%
CCCOC(=O)NC(CC)COC(=O)Nc1cccc(C)c1C (stereo unspecified) | 10% | 4 | i | 11 | . | 0% | 2% | -9% | -3%
CC1(C)CC(=O)C(C=Nc2cccnc2)=C(O)C1 | 8% | 8 | i | 0 | . | -6% | 7% | -1% | 3%
